Mtb BioA inh: blocks M. tuberculosis BioA enzyme activity; purified M. tuberculosis BioA enzyme, plate reader; inhibition, % at 9.99 µM; actives 0.096% (n = 360,000); in the data active = inhibition above about 40%
An asterisk follows results filed as active. Not all compounds are listed, so the mix of outcomes need not match the whole.

SMILES	Mtb BioA inh
Cc1cc(C(=O)Nc2ccc3c(c2)C(=O)N(C)[C@H]2CC[C@@H](CC(=O)N[C@H](C)c4ccccc4)O[C@@H]2CO3)no1	0.3
COCC(=O)N[C@@H]1C=C[C@H](CC(=O)NCc2ccc(Cl)cc2)O[C@H]1CO	2.9
Cc1ccc(S(=O)(=O)NCC[C@H]2CC[C@H](NC(=O)CC3CC3)[C@H](CO)O2)cc1	-0.5
C[C@@H]1CN([C@@H](C)CO)S(=O)(=O)c2ccc(-c3cccc(C#N)c3)cc2O[C@H]1CN(C)C(=O)c1cccnc1	0.7
COc1ccc(S(=O)(=O)Nc2ccc3c(c2)C(=O)N([C@H](C)CO)C[C@H](C)[C@H](CN(C)C(=O)CCC(F)(F)F)OCCCC[C@H](C)O3)cc1	2.0
CN1CCN(C(=O)C[C@H]2CC[C@@H]3[C@H](COc4ccc(NC(=O)C5CC5)cc4C(=O)N3C)O2)CC1	-1.5
C[C@@H]1CN([C@@H](C)CO)C(=O)Cc2cc(NC(=O)Cc3ccccc3)ccc2O[C@@H]1CN(C)Cc1ccc(C(F)(F)F)cc1	-3.6
C[C@H](CO)N1C[C@H](C)[C@H](CN(C)C(=O)Cc2cccnc2)Oc2ncc(C#CC3(O)CCCC3)cc2C1=O	3.9
COc1ccccc1NC(=O)N(C)C[C@H]1OCc2ccccc2-c2ccccc2C(=O)N([C@@H](C)CO)C[C@@H]1C	0.9
CN1CCN(C(=O)C[C@H]2C[C@H]3c4cc(NC(=O)Cc5ccncc5)ccc4O[C@H]3[C@H](CO)O2)CC1	-0.1
CO[C@@H]1CN(C)C(=O)c2ccc(NC(=O)Nc3ccccc3F)cc2OC[C@H](C)N(C)C[C@@H]1C	0.1
COc1ccccc1-c1cnc2c(c1)C(=O)N([C@H](C)CO)C[C@@H](C)[C@H](CN(C)Cc1ccc(C(=O)O)cc1)O2	4.9
O=C(Nc1cc(F)ccc1F)N[C@@H]1CC[C@@H](CC(=O)N2CCc3ccccc3C2)O[C@@H]1CO	-0.4
CO[C@@H]1CN(C)C(=O)c2cc(NC(=O)C3CCC3)ccc2OC[C@H](C)N(C(=O)CN(C)C)C[C@H]1C	-1.8
C[C@@H]1CCCCO[C@H](CN(C)C(=O)CCC(F)(F)F)[C@@H](C)CN([C@@H](C)CO)C(=O)c2cc(N(C)C)ccc2O1	0.3
COCC(=O)N1CC[C@@H]2[C@H](CO)Nc3ccc(-c4cccc(C(=O)N(C)C)c4)cc3[C@@H]21	3.7
C[C@H]1CN([C@@H](C)CO)C(=O)Cc2cc(NS(=O)(=O)c3cccs3)ccc2O[C@H]1CN(C)C(=O)Nc1ccc2c(c1)OCO2	1.5
O=C(C[C@H]1C[C@H]2c3cc(NS(=O)(=O)c4ccccc4)ccc3O[C@H]2[C@H](CO)O1)N1CCCCC1	-0.4
CCNC(=O)C[C@@H]1CC[C@H](NC(=O)C2CCOCC2)[C@H](CO)O1	5.8
Cc1noc(C)c1NC(=O)Nc1ccc2c(c1)C(=O)N(C)[C@H]1CC[C@@H](CC(=O)N(C)C)O[C@H]1CO2	1.0
CN(C)CCCNC(=O)C[C@H]1CC[C@H]2[C@@H](COC[C@H](O)CN2CC2CCCC2)O1	-0.5
C[C@@H]1CN([C@@H](C)CO)C(=O)Cc2cc(NC(=O)CCC(F)(F)F)ccc2O[C@@H]1CN(C)C(=O)NC1CCCCC1	-0.5
CC(C)CC#Cc1cnc2c(c1)C(=O)N([C@H](C)CO)C[C@H](C)[C@H](CN(C)C(=O)c1cnccn1)O2	-4.0
N#C[C@@H]1[C@@H](c2ccccc2)[C@@H](CO)N1C(=O)c1cccnc1	-0.7
C[C@@H](NC(=O)[C@@H]1[C@@H](CO)[C@@H]2Cn3c(ccc(C4=CCCCC4)c3=O)[C@H]1N2)c1ccccc1	-2.1
C[C@H](CO)N1C[C@H](C)[C@H](CN(C)CC2CCCCC2)OCCCC[C@H](C)Oc2ccc(NC(=O)Cc3ccccc3)cc2C1=O	2.7
O=C(C[C@H]1CC[C@H]2[C@@H](COC[C@H](O)CN2Cc2cccc(C(F)(F)F)c2)O1)NCCc1ccncc1	2.1
CN(C)C(=O)c1ccc(-c2ccc([C@H]3[C@H](CO)N4CCCCN(Cc5cncnc5)C[C@@H]34)cc2)cc1	2.3
Cc1ccc(S(=O)(=O)Nc2ccc3c(c2)CC(=O)N([C@H](C)CO)C[C@@H](C)[C@H](CN(C)Cc2ccccc2)O3)cc1	0.8
C[C@H](CO)N1C[C@H](C)[C@H](CN(C)Cc2ccc3c(c2)OCO3)OCCCC[C@H](C)Oc2ccc(NC(=O)Nc3ccc(C(F)(F)F)cc3)cc2C1=O	-3.8
O=C(C[C@@H]1CC[C@@H]2[C@H](COC[C@@H](O)CN2C(=O)Nc2ccc(C(F)(F)F)cc2)O1)NCC1CCCCC1	1.8
COc1ccc(NC(=O)Nc2cccc3c2O[C@H](CN(C)C)[C@H](C)CN([C@@H](C)CO)C3=O)cc1	1.9
C[C@@H]1CN([C@@H](C)CO)C(=O)c2cc(-c3cccc(F)c3)cnc2O[C@@H]1CN(C)C(=O)Nc1cc(F)ccc1F	-4.4
COc1ccc(S(=O)(=O)N(C)C[C@H]2Oc3c(NC(=O)NC(C)C)cccc3C(=O)N([C@@H](C)CO)C[C@@H]2C)cc1	3.2
O=C(C[C@H]1CC[C@H]2[C@@H](COC[C@H](O)CN2Cc2cc(F)ccc2F)O1)NCc1ccc(F)cc1	-0.6
Cc1ccc(S(=O)(=O)Nc2ccc3c(c2)C(=O)N([C@@H](C)CO)C[C@@H](C)[C@H](CN(C)CC2CC2)O3)cc1	0.3
C[C@H](CO)N1C[C@H](C)[C@H](CN(C)C(=O)Nc2ccc3c(c2)OCO3)OCCCC[C@H](C)Oc2ccc(NC(=O)c3ccncc3)cc2C1=O	-5.0
COc1ccc(C#Cc2ccc3c(c2)[C@@H]2[C@@H](CCN2S(=O)(=O)c2cccc(OC)c2)[C@@H](CO)N3)cc1	-3.7
C[C@@H]1CCCCO[C@@H](CN(C)CC2CCCCC2)[C@H](C)CN([C@H](C)CO)C(=O)c2cc(NS(C)(=O)=O)ccc2O1	-3.6
C[C@H]1CN([C@@H](C)CO)C(=O)c2cc(C#Cc3ccc(F)cc3)cnc2O[C@H]1CN(C)C	-0.5

An excerpt of these results, with bars between the fields.
Structure | Mtb BioA inh
C[C@H](CO)N1C[C@H](C)[C@H](CN(C)CC2CCCCC2)OCCCC[C@H](C)Oc2ccc(NC(=O)Cc3ccccc3)cc2C1=O | 2.7
O=C(C[C@H]1CC[C@H]2[C@@H](COC[C@H](O)CN2Cc2cccc(C(F)(F)F)c2)O1)NCCc1ccncc1 | 2.1
CN(C)C(=O)c1ccc(-c2ccc([C@H]3[C@H](CO)N4CCCCN(Cc5cncnc5)C[C@@H]34)cc2)cc1 | 2.3
Cc1ccc(S(=O)(=O)Nc2ccc3c(c2)CC(=O)N([C@H](C)CO)C[C@@H](C)[C@H](CN(C)Cc2ccccc2)O3)cc1 | 0.8
C[C@H](CO)N1C[C@H](C)[C@H](CN(C)Cc2ccc3c(c2)OCO3)OCCCC[C@H](C)Oc2ccc(NC(=O)Nc3ccc(C(F)(F)F)cc3)cc2C1=O | -3.8
O=C(C[C@@H]1CC[C@@H]2[C@H](COC[C@@H](O)CN2C(=O)Nc2ccc(C(F)(F)F)cc2)O1)NCC1CCCCC1 | 1.8
COc1ccc(NC(=O)Nc2cccc3c2O[C@H](CN(C)C)[C@H](C)CN([C@@H](C)CO)C3=O)cc1 | 1.9
C[C@@H]1CN([C@@H](C)CO)C(=O)c2cc(-c3cccc(F)c3)cnc2O[C@@H]1CN(C)C(=O)Nc1cc(F)ccc1F | -4.4
COc1ccc(S(=O)(=O)N(C)C[C@H]2Oc3c(NC(=O)NC(C)C)cccc3C(=O)N([C@@H](C)CO)C[C@@H]2C)cc1 | 3.2
O=C(C[C@H]1CC[C@H]2[C@@H](COC[C@H](O)CN2Cc2cc(F)ccc2F)O1)NCc1ccc(F)cc1 | -0.6
Cc1ccc(S(=O)(=O)Nc2ccc3c(c2)C(=O)N([C@@H](C)CO)C[C@@H](C)[C@H](CN(C)CC2CC2)O3)cc1 | 0.3
C[C@H](CO)N1C[C@H](C)[C@H](CN(C)C(=O)Nc2ccc3c(c2)OCO3)OCCCC[C@H](C)Oc2ccc(NC(=O)c3ccncc3)cc2C1=O | -5.0

Later entries
SMILES	Mtb BioA inh
C[C@H](CO)N1C[C@H](C)[C@H](CN(C)Cc2cccnc2)Oc2cc(Br)ccc2S1(=O)=O	13
CN1C(=O)c2cc(NC(=O)c3ccc(F)cc3)ccc2OC[C@H]2O[C@H](CC(=O)N3CCOCC3)CC[C@H]21	1.7
C[C@H](CO)N1C[C@H](C)[C@@H](CN(C)C(=O)Nc2ccc(F)cc2)Oc2ccc(NS(=O)(=O)c3ccccc3)cc2C1=O	1.0
CCCC#Cc1cnc2c(c1)C(=O)N([C@H](C)CO)C[C@@H](C)[C@H](CN(C)C(=O)c1cnccn1)O2	5.5
C[C@H]1CN([C@@H](C)CO)C(=O)c2cc(C#Cc3ccccc3F)cnc2O[C@H]1CN(C)C(=O)Cc1ccccc1	3.3
CC(C)NC(=O)Nc1ccc2c(c1)C(=O)N([C@H](C)CO)C[C@@H](C)[C@@H](CN(C)S(=O)(=O)c1ccccc1)O2	6.8
Cc1ccc(-c2ccc3c(c2)O[C@@H](CN(C)C(=O)C2CCC2)[C@@H](C)CN([C@H](C)CO)S3(=O)=O)cc1	1.0
CO[C@@H]1CN(C)C(=O)c2cc(NC(=O)CC(F)(F)F)ccc2OC[C@@H](C)N(S(=O)(=O)c2cn(C)cn2)C[C@@H]1C	-1.0
C[C@@H]1CN([C@H](C)CO)C(=O)c2cc(NC(=O)Nc3ccc(C(F)(F)F)cc3)ccc2O[C@@H]1CN(C)Cc1ccc(Cl)c(Cl)c1	-1.9
C/C=C/c1ccc([C@H]2[C@@H](CO)N3CCCCN(C)C[C@H]23)cc1	-0.6
COc1ccc(C(=O)Nc2ccc3c(c2)C(=O)N(C)[C@@H]2CC[C@H](CC(=O)NCC4CC4)O[C@@H]2CO3)cc1	-7.2
CC(C)NC(=O)N(C)C[C@@H]1Oc2ccc(NS(=O)(=O)c3ccccc3)cc2CC(=O)N([C@@H](C)CO)C[C@H]1C	-0.8
COC(=O)C[C@H]1C[C@H]2c3cc(NS(=O)(=O)c4ccccc4)ccc3O[C@H]2[C@@H](CO)O1	1.4
O=C(NCC[C@@H]1CC[C@@H](NC(=O)C2CC2)[C@H](CO)O1)c1ccc(F)cc1	1.2
O=C(O)C[C@H]1CC[C@H](NC(=O)Nc2ccccc2)[C@H](CO)O1	-2.2
COCC(=O)Nc1ccc2c(c1)C(=O)N(C)C[C@H](OC)[C@H](C)CN(C(=O)c1ccccn1)[C@@H](C)CO2	-2.8
C[C@@H]1CCCCO[C@@H](CN(C)Cc2ccccc2)[C@@H](C)CN([C@H](C)CO)C(=O)c2cc(NC(=O)Nc3ccc(F)cc3)ccc2O1	-1.1
COCC(=O)N(C)C[C@H]1Oc2ncc(C#Cc3ccc(OC)cc3)cc2C(=O)N([C@H](C)CO)C[C@@H]1C	-0.1
C[C@@H]1CN([C@H](C)CO)S(=O)(=O)c2ccc(-c3ccccc3)cc2O[C@@H]1CN(C)C(=O)Cc1ccccc1	-1.3
COCCNC(=O)C[C@H]1CC[C@@H]2[C@H](COC[C@H](O)CN2Cc2ccc(Cl)c(Cl)c2)O1	7.6
C[C@H](NC(=O)C[C@@H]1C[C@H]2c3cc(NC(=O)C4CCC4)ccc3O[C@H]2[C@H](CO)O1)c1ccccc1	0.8
CCCC#Cc1ccc2c(c1)O[C@@H](CN(C)C(=O)c1cccnc1)[C@H](C)CN([C@H](C)CO)S2(=O)=O	1.7
COc1ccc(S(=O)(=O)N(C)C[C@@H]2Oc3c(NS(=O)(=O)c4cn(C)cn4)cccc3C(=O)N([C@H](C)CO)C[C@@H]2C)cc1	0.4
CC=Cc1ccc2n(c1=O)C[C@H]1[C@H](CO)[C@@H](C(=O)NCc3ccncc3)N(Cc3ccncc3)[C@@H]21 (mixture of isomers)	-1.2
Cc1noc(C)c1NC(=O)N(C)C[C@@H]1Oc2ccc(N(C)C)cc2C(=O)N([C@H](C)CO)C[C@@H]1C	-0.4
COCC(=O)Nc1ccc2c(c1)OC[C@@H](C)N(Cc1ccccc1F)C[C@@H](C)[C@H](OC)CN(C)C2=O	3.4
C[C@@H]1CN([C@H](C)CO)C(=O)c2cc(C#Cc3ccc(F)cc3)cnc2O[C@@H]1CN(C)S(C)(=O)=O	1.2
CCCC#Cc1ccc2c(c1)O[C@H](CN(C)Cc1cccnc1)[C@@H](C)CN([C@H](C)CO)S2(=O)=O	-3.2
C[C@H]1CCCCO[C@H](CN(C)C(=O)Cc2ccccc2)[C@@H](C)CN([C@@H](C)CO)C(=O)c2cc(NC(=O)C3CCCCC3)ccc2O1	-0.2
O=C(C[C@@H]1CC[C@@H]2[C@H](COC[C@H](O)CN2C(=O)Nc2ccc(Cl)cc2)O1)NCCc1ccncc1	0.0
COc1ccc(NC(=O)N(C)C[C@H]2Oc3ccc(NS(=O)(=O)c4cccs4)cc3CC(=O)N([C@@H](C)CO)C[C@@H]2C)cc1	0.2
COc1ccc(NC(=O)N(C)C[C@H]2Oc3ccc(NC(=O)Cn4cnnn4)cc3CC(=O)N([C@H](C)CO)C[C@H]2C)cc1	1.7
CC(C)(C)[S@](=O)N1Cc2cc(C(=O)N3CCCCC3)nc(-c3cccc(-c4ccc(F)cc4)c3)c2[C@@H]1CCO	1.6
CC(=O)N1CC[C@@H]2[C@H]1c1cc(-c3ccc(C#N)cc3)ccc1N(C)[C@H]2CO	-0.4
C[C@H]1CN([C@@H](C)CO)C(=O)c2cc(C3=CCCCC3)cnc2O[C@@H]1CN(C)C(=O)Nc1cccc(F)c1	12
O=C(Nc1ccccc1)N1CCCCN2[C@H](CO)[C@H](c3ccc(-c4ccncc4)cc3)[C@H]2C1	-1.5
C[C@@H]1CN([C@@H](C)CO)C(=O)Cc2cc(NC(=O)Nc3cccc4ccccc34)ccc2O[C@H]1CN(C)S(=O)(=O)c1ccccc1	-0.1
C[C@@H]1CN([C@@H](C)CO)C(=O)c2cc(C#CC(C)(C)O)cnc2O[C@H]1CN(C)Cc1cncnc1	-1.3
CCCNC(=O)N(C)C[C@@H]1Oc2cc(C#CC3CC3)ccc2S(=O)(=O)N([C@H](C)CO)C[C@@H]1C	-0.5
C[C@@H]1CCCCO[C@@H](CN(C)Cc2ccccc2)[C@@H](C)CN([C@@H](C)CO)C(=O)c2cc(NC(=O)Nc3ccccc3)ccc2O1	-0.1
CCCC#Cc1ccc([C@@H]2[C@@H](CO)N3CCCCN(CC4CC4)C[C@H]23)cc1	1.8

High-throughput results as filed in PubChem BioAssay.
